# Dengue-2 NS5 capping = Dengue-2 NS5 methyltransferase inhibitors, primary screen, biochemical, confirmation dose response (AID 588689). one-dose inhibition, % at 25 µM; IC50 in µM for titrated hits. 0.3% of 340,000 active. Dengue-2 NS5 methyltransferase capping enzyme assay, biochemical; higher % means a stronger effect; in the data active = a potency from the dose series; inconclusive = inhibition above about 29% without an active follow-up result
# West Nile antiviral = West Nile virus antiviral activity, cell-based, CPE readout (AID 1621). 0.02% of 290,000 active. West Nile virus-infected cells, CPE inhibition; higher % means a stronger effect. one-dose CPE inhibition, % at 10 µM; IC50 in µM for titrated hits; in the data active = a potency from the dose series; inconclusive = CPE inhibition mostly from about 3.7% at the one dose, without a potency; inactive = the rest, 99 in 100 with CPE inhibition below about 2.2%; note: strong numbers were not always called active
# XIAP displacement = XIAP antagonists, biochemical, IAP family, fluorescence polarization (AID 1018); XIAP BIR domain, fluorescence polarization peptide displacement; higher % means a stronger effect; one-dose displacement, % at 20 µM; IC50 in µM for titrated hits; 0.007% of 200,000 active; in the data active = displacement above about 50%; note: a part of the inactive calls stands beside numbers as strong as those of hits
# WT yeast gro inh = growth inhibition of WT strain, primary screen, mitochondrial fusion inhibitor project, WT and mutant strains, chemical genetic | inhibition, % at 10 µM | mitochondrial fusion phenotypic screen | 2.1% of 190,000 active; in the data active = inhibition above about 58%; tested in S. cerevisiae
# ER stress rescue = rescue of cells from ER stress-induced death, primary screen, 384-well, CSM14.1, thapsigargin, ATP luminescence (AID 1222). 190,000 tested, under 10 active. one-dose cellular ATP content (survival), % at 20 µM; EC50 in µM for titrated hits. CSM14.1 thapsigargin-induced death rescue, ATP luminescence; higher % means a stronger effect;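 active = EC50 below 50 µM in the dose-response confirmation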;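 note: death triggered by thapsigargin at about 15 µM added after 2 h compound pretreatment; cell ATP read after overnight thapsigargin exposure of roughly 18 to 22 hours; normalized against plate controls of thapsigargin alone and 5% DMSO vehicle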
# Large T inhibition = SV40 large T antigen inhibitors, biochemical (AID 1903); SV40 large T antigen ATPase/helicase inhibition assay; higher % means a stronger effect; inhibition, % at 20 µM; hits with a dose series show IC50 in µM; 0.39% of 310,000 active; in the data active = a potency from the dose series; inconclusive = inhibition mostly from about 32% at the one dose, without a potency; inactive = the rest, 99 in 100 with inhibition below about 32%; note: strong numbers were not always called active
# K1F lysis inhibition = inhibition of K1F phage lysis, E. coli UTI89, bacterial capsule biogenesis inhibitors, alamar blue (AID 488966). E. coli UTI89 K1F phage lysis, alamar blue, 2 h; higher % means a stronger effect. inhibition, % at 100 µM; hits with a dose series show IC50 in µM. 0.02% of 340,000 active;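 active = phage lysis inhibition, versus mean bacterial control, above a set limit; inconclusive = no clear call, values can overlap the other calls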;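 note: capsule biogenesis inhibitors block K1F phage lysis so surviving cells raise fluorescence; higher fluorescence means more inhibition of phage lysis; actives were called in the ten point dose series up to 300 µM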
# Yfh1-depleted yeast = enhancers of respiration in Yfh1-depleted yeast, dose response, Friedreich's ataxia, plus single-dose screen (AID 1465); S. cerevisiae Yfh1-off respiration, WST-1 reduction, 72 h; higher fold induction means a stronger effect; one-dose fold induction at 50 µM; EC50 in µM for titrated hits; 0.074% of 220,000 active;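 active = fold induction of absorbance versus untreated yeast above a set limit, then at least 30% activation at any dose in follow-up; inconclusive = repeats straddling the limit, or above it without dose testing; inactive = fold induction below the set limit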;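 note: activators that raise dye reduction in frataxin-depleted yeast; strong numbers were not always called active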
# RSV CPE inhibition = RSV antiviral activity via CPE protection, HEp-2 cells, primary 10 µM value included (AID 2391). HEp-2 cells, RSV-induced CPE inhibition; higher % means a stronger effect. CPE inhibition, % at 10 µM; hits with a dose series show IC50 in µM. 0.13% of 310,000 active; in the data active = a potency from the dose series; inconclusive = CPE inhibition mostly from about 23% at the one dose, without a potency; inactive = the rest, 99 in 100 with CPE inhibition below about 21%; note: strong numbers were not always called active
# WT yeast gro inh mutant strain = recorded beside WT yeast gro inh, whose call it bears; inhibition, %; mitochondrial fusion phenotypic screen, mutant strain inhibition
# Dengue-2 NS5 capping pilot replicate = further read-out of Dengue-2 NS5 capping, marked with its call; inhibition, %; measured here: pilot screen replicate inhibition
# Starred values were filed as active, the others as inactive; i = inactive; u = inconclusive; x = no result given; & = joins results of further samples; [ ] = another dose, or the depositor's remark.
SMILES,Dengue-2 NS5 capping,West Nile antiviral,XIAP displacement,WT yeast gro inh,WT yeast gro inh mutant strain,ER stress rescue,Large T inhibition,K1F lysis inhibition,Yfh1-depleted yeast,RSV CPE inhibition,others
COc1ccc(/C=N\NC(=O)/C(=C\Nc2nccc(C)n2)NC(=O)c2ccccc2)cc1,-5%,0.3%,-10%,-9,-12,4.4%,13%,0.3%,i,0.6%,
S=C(NCc1cccnc1)Nc1ccc(Cl)cc1,-1%,x,-16%,-3,-20,-3.2%,5%,-0.2%,x,2.9%,
O=C(CSc1ccccc1Cl)N1CCC(c2nc3ccccc3s2)CC1,x,-0.6%,-1.4%,53,27,-1.7%,13%,0.8%,i,12%,
C/C(N)=C(/C#N)C(=O)COC(=O)c1cc(-c2ccc(Br)cc2)nc2ccccc12,-5%&-4%,22%,-15%,52,15,-1.7%,18%,-3.9%&1.4%,i,0.4%,
Cc1ccc(NC(=O)C(c2ccccc2)N(C)C)cc1Cl (stereo not drawn),5%,-0.9%,-5.5%,14,30,-1.2%,6%,0.5%,i,1.3%,
O=C(NCCCN1CCC(Cc2ccccc2)CC1)C1CCC(=O)N1C1CCCC1 (stereo not drawn),-1%,-0.2%,-10%,3,5,-0.3%,9%,-1.2%,i,-0.3%,
COc1cccc(NC(=O)c2cc(=O)c3ccccc3o2)c1,0%,0.2%,x,x,x,x,7%,0.3%,x,4.4%,
CS(=O)(=O)N(CC(=O)NCCC1=CCCCC1)c1cccc([N+](=O)[O-])c1,2%,0.5%,-5.9%,-2,10,1.5%,2%,0.8%,i,0.8%,
Cc1ccnc(NC(=O)c2cccc(S(=O)(=O)N3CCCC3)c2)c1,-12%,-0.4%,x,x,x,x,-1%,1.4%,x,1.4%,
CCOc1ccc(N(CC(=O)Nc2ccc(C)c(F)c2)C2=NC3CS(=O)(=O)CC3S2)cc1 (stereo not drawn),-8%,-1.3%,x,x,x,x,13%,0.2%,x,0.5%,
COc1ccc(C2NC(=O)c3sc4nc(C)c(C(C)=O)c(-c5ccc(Cl)cc5)c4c3N2)cc1 (stereo not drawn),7%,-0.1%,-7.1%,-9,-6,-2.2%,2%,1.3%,i,2.1%,
O=C(CCC(=O)Nc1ccc(Cl)cc1Cl)N/N=C/c1ccc([N+](=O)[O-])o1,x,-0.4%,-0.4%,-9,6,-3.4%,7%,x,i,-4.5%,
O=C(N/N=C/C=C/c1ccccc1)c1cccnc1,0%,0.1%,x,x,x,x,-16%,-0.2%,i,0.8%,
COc1ccc(C(=O)NNC(=O)c2ccc(S(=O)(=O)N3CCOCC3)cc2)cc1,4%,-0.2%,-2.2%,5,-12,-0.8%,4%,0.0%,i,0.5%,
CCN(CC(=O)Nc1ccc(NC(C)=O)cc1)C(=O)c1cc(C)on1,-4%,x,x,x,x,x,16%,1.1%[50 µM],x,-1.8%,
COc1ccc(C(=O)Nc2ccc(/C(C)=N/NC(=O)c3ccccc3O)cc2)cc1OC,-4%,-0.6%,-1.9%,-9,-6,-2.5%,-8%,1.5%[50 µM],i,1.3%,
Cc1c(C(=O)NCCCN2CCCC2=O)oc2c(Cl)cccc12,-6%,x,x,x,x,x,14%,1.6%[50 µM],x,0.3%,
O=C(CNC(=O)C12CC3CC(CC(C3)C1)C2)N/N=C\c1ccccn1,-5%,-0.7%,-3.5%,-18,-21,-0.9%,-4%,0.0%,i,-0.9%,
Cc1onc(-c2c(Cl)cccc2Cl)c1NC(=O)NNc1ccccn1,1%,0.2%,x,x,x,x,8%,1.0%,i,1.9%,
CCN(CC)CCOC(=O)/C=C/c1ccccc1,12%,0.2%,x,x,x,x,3%,-0.9%,i,2.3%,

# Looked up one by one from the list above:
SMILES,Dengue-2 NS5 capping,West Nile antiviral,XIAP displacement,WT yeast gro inh,WT yeast gro inh mutant strain,ER stress rescue,Large T inhibition,K1F lysis inhibition,Yfh1-depleted yeast,RSV CPE inhibition,others
Cc1ccc(NC(=O)C(c2ccccc2)N(C)C)cc1Cl (stereo not drawn),5%,-0.9%,-5.5%,14,30,-1.2%,6%,0.5%,i,1.3%,
COc1ccc(C(=O)NNC(=O)c2ccc(S(=O)(=O)N3CCOCC3)cc2)cc1,4%,-0.2%,-2.2%,5,-12,-0.8%,4%,0.0%,i,0.5%,

# Other entries follow:
SMILES,Dengue-2 NS5 capping,West Nile antiviral,XIAP displacement,WT yeast gro inh,WT yeast gro inh mutant strain,ER stress rescue,Large T inhibition,K1F lysis inhibition,Yfh1-depleted yeast,RSV CPE inhibition,others
O=S(=O)(c1cccc(-c2csc(-c3cccnc3)n2)c1)N1CCOCC1,-1%,0.2%,x,x,x,x,13%,1.2%,i,19%,
COc1ccc(NS(=O)(=O)c2ccc(NC(=O)C3CC3)cc2)cc1,-4%,-0.1%,x,x,x,x,23%,-1.6%[50 µM],x,16%,
COC(=O)c1ccc(NC(=O)CSc2nccn2CCc2ccccc2)cc1,-8%,-0.1%,-5.1%,18,11,-2.9%,-1%,-1.0%,i,1.0%,
CC(C)(C)NC(=O)C(Cc1ccccc1)N1C(=O)c2ccccc2C1=O (stereo not drawn),3%,0.5%,x,x,x,x,11%,0.1%,x,5.3%,
COc1cccc(CCNC(=O)CC2C(=O)NCCN2Cc2ccc(Cl)c(F)c2)c1 (stereo not drawn),-10%,-0.6%,-4.5%,31,5,-0.8%,7%,-0.2%,i,2.5%,
CCCCn1c(SCC(=O)c2ccccc2)nc2c1c(=O)[nH]c(=O)n2C,-7%,0.5%,2.4%,0,8,x,3%,0.2%,i,1.0%,
CC(C)(C)c1ccc(C(=O)NC(=S)Nc2ccc(N3CCOCC3)cc2)cc1,-1%,-0.7%,-3.4%,9,-2,3.4%,4%,-2.4%,i,-0.1%,
CNC(=O)C1CCN(S(=O)(=O)c2c(C)noc2/C=C/c2ccccc2F)CC1,-3%,-1.0%,x,x,x,x,6%,0.0%,x,0.1%,
Cc1ccccc1OCCCc1c(C)n[nH]c1C,-14%,-1.0%,-3.2%,x,x,-0.1%,3%,-0.2%,i,-3.3%,
CC(=O)Nc1ccc(S(=O)(=O)N2CCOCC2)cc1,-3%,0.7%,-1.3%,-5,-5,-0.9%,6%,-0.1%,i,1.7%,Dengue-2 NS5 capping pilot replicate=1.5
Cc1cccc(NC(=O)CSc2nnc(C)c(=O)n2N)c1C,-5%,-0.6%,-12%,14,14,-1.5%,25%,-3.4%,i,1.8%,
Cc1ccc2c(c1)/C(=C/c1ccccc1C)C(=O)N2,-9%,0.8%,x,x,x,x,6%,0.1%,x,19%,
COc1ccc(Cl)cc1C(=O)O/N=C(\N)c1ccncc1,-2%,u,x,x,x,x,14%,1.1%,i,6.1%,
O=C(CCN1C(=O)/C(=C/c2ccc(Cl)cc2)SC1=S)NC1C=CS(=O)(=O)C1 (stereo not drawn),-4%,-0.4%,x,x,x,x,5%,0.7%,x,-0.3%,
Cc1cccc(NC(=S)NNC(=S)NC2CCCCC2)c1C,1%,-0.2%,-4.4%,6,15,0.1%,19%,-0.1%,i,11%,
CCn1c(-c2ccccc2)csc1=Nc1ccc(O)cc1,-4%,-1.0%,-5.3%,28,36,x,38%,0.5%,i,12%,
Cc1ccc(C)c(NC(=S)N(C)CCO)c1,-9%,0.9%,-3.7%,-4,2,-1.1%,21%,-0.1%,i,-0.3%,
COc1ccccc1Nc1nc(N)nc(CSc2ncccn2)n1,-2%,0.9%,3.3%,-4,-6,-0.6%,1%,-0.1%,i,0.6%,
CCOC(=O)c1ccc2c(c1)N(C)C(=O)c1ccccc1S2,-7%,-0.6%,x,x,x,x,7%,-0.1%,x,0.6%,
CCC(=O)Nc1cccc(NC(=O)c2cccc([N+](=O)[O-])c2C)c1,-12%,0.1%,-5.8%,-4,2,-2.1%,17%,-0.1%,i,1.5%,
NC(=O)C12CCCC(Br)(CCC1)C2,4%,0.1%,x,x,x,x,21%,-0.7%[50 µM],i,-1.3%,
Cc1ccc(OCCC(=O)OCC(=O)NCCc2ccccc2)cc1,-2%,0.2%,-4.9%,-2,-11,0.9%,14%,0.8%,i,3.7%,
CCOC(=O)c1sc(NC(=S)NC(=O)c2ccco2)nc1C,0%,0.2%,-3.7%,-2,7,-0.9%,0%,0.2%,i,10%,
CC(=O)NC(=S)Nc1sc2c(c1C#N)CCCCC2,9%,-0.7%,-6.9%,55,44,-3.9%,2%,-1.1%[50 µM],i,x,
O=C(c1ccc2c3c(cccc13)CC2)N1CCN(c2ncccn2)CC1,-8%,-0.7%,x,x,x,x,x,-0.3%,i,11%,
O=C(NCc1ccccc1F)C1CCCN1C(=O)NC1CCCCC1 (stereo not drawn),-8%,-0.4%,-2.6%,-7,-1,-1.5%,6%,-0.2%,i,0.1%,
Cc1nn(CCC(=O)NCc2ccc(N(C)C)cc2)c(=O)c2nn(-c3ccccc3)c(C)c12,-2%,-0.5%,x,x,x,x,14%,0.9%,x,3.2%,
Cn1c(=O)cc(N)n(Cc2ccccc2)c1=O,0%,-0.3%,-8.6%,2,-8,-3.8%,10%,0.0%,i,-1.4%,
Cc1oc(-c2ccccc2F)nc1CS(=O)CC(=O)NCc1ccc(Cl)cc1 (stereo not drawn),1%,0.0%,x,x,x,x,14%,0.0%,x,7.0%,
COc1ccc2[nH]c3c(c2c1)CCN1C(=O)N([C@@H](C)C(=O)NCC2CCCO2)C(=O)[C@]31C (stereo partly drawn),-1%,-1.0%,x,x,x,x,x,3.9%,x,2.3%,
O=c1cnn(Cc2c(Cl)cccc2Cl)c2ccccc12,-7%,-0.9%,x,x,x,x,19%,-1.1%,x,4.0%,
COc1ccc(NS(=O)(=O)c2ccc(C)c(NC(=O)c3ccc(C)c(S(=O)(=O)N4CCOCC4)c3)c2)cc1,-2%,0.1%,-20%,4,-19,11%,2%,2.0%[50 µM],i,8.2%,
CC(C)(C)OC(=O)N1CCNc2ccccc2C1,-5%,0.2%,-0.5%,7,8,-2.0%,11%,0.1%,i,-0.2%,
O=C(O)CCN1C(=O)/C(=C2\C(=O)N(Cc3ccc(F)cc3)c3ccccc32)SC1=S,41µM*,-0.7%,x,x,x,x,11%,-0.3%,x,10%,
Cc1onc(-c2ccccc2)c1C(=O)OCCOc1ccccc1F,1%,-2.0%,x,x,x,x,3%,0.2%,x,12%,
O=C(CN1C(=O)NC2(CCCC2)C1=O)N1CCN(S(=O)(=O)c2ccccc2F)CC1,3%,-0.1%,x,x,x,x,10%,0.0%,x,1.3%,
Cc1cc(/C=N/Nc2nc(N3CCOCC3)nc(N3CCOCC3)n2)c(C)n1-c1ccccc1,-4%,0.3%,-6.5%,5,-22,-1.4%,8%,1.5%,i,3.7%,
Cc1c(NC(=O)CSc2nc3ccc(Cl)cc3[nH]2)c(=O)n(-c2ccccc2)n1C,8%,0.0%,-6.3%,-17,0,-1.8%,22%,1.1%,i,5.1%,
COc1ccc(S(=O)(=O)NNC(N)=S)cc1,-1%,1.3%,-2.2%,10,-3,-1.1%,2%,-1.0%,i,0.4%,
